HIV peptide binding – inhibitors of HIV fusion peptide binding, primary screen, biochemical, uHTS, fluorescence dequenching (AID 1986); cell-free peptide binding, fluorescence dequenching, 30 min; higher % means a stronger effect; inhibition, % at 20 µM; hits with a dose series show IC50 in µM; 290,000 tested, 0.3% active; in the data active means inhibition mostly above about 52%, no sharp cut-off; inactive means mostly below about 76%; further: some results filed as inactive read as strong as hits
MgcRacGAP inhibition – MgcRacGAP GTPase-activating activity inhibitors, confirmation, biochemical, ADP Hunter fluorescence | Rac GTPase-activating protein 1 (Homo sapiens) | AID 624330, 2012 | 340,000 tested, 0.6% active | one-dose inhibition, % at 30 µM; IC50 in µM for titrated hits | MgcRacGAP-stimulated Rac1 GTP hydrolysis, ADP Hunter fluorescence; higher % means a stronger effect; GST-tagged Rac1 F28L mutant substrate;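 active means first-screen hits whose inhibition reached a set limit at any dose in the follow-up dose series; inconclusive means inhibition above the set first-screen limit but never retested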;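 further: fluorescence reports GDP produced by GAP-driven GTP hydrolysis; strong numbers were not always called active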
RSV antiviral HEp-2 – RSV antiviral activity via CPE protection, HEp-2 cells, primary 10 µM value included (AID 2391) | HEp-2 cells, RSV-induced CPE inhibition; higher % means a stronger effect | CPE inhibition, % at 10 µM; hits with a dose series show IC50 in µM | 310,000 tested, 0.13% active; in the data active means a potency from the dose series; inconclusive means CPE inhibition mostly from about 23% at the one dose, without a potency; inactive means the rest, 99 in 100 with CPE inhibition below about 21%; further: strong numbers were not always called active
XIAP displacement – XIAP antagonists, biochemical, IAP family, fluorescence polarization (AID 1018) | E3 ubiquitin-protein ligase XIAP (Homo sapiens) | XIAP BIR domain, fluorescence polarization peptide displacement; higher % means a stronger effect | displacement, % at 20 µM; hits with a dose series show IC50 in µM | 200,000 tested, 0.007% active; in the data active means displacement above about 50%; further: a part of the inactive calls stands beside numbers as strong as those of hits
NS5 inhibitors – Dengue-2 NS5 methyltransferase inhibitors, primary screen, biochemical, confirmation dose response (AID 588689); Genome polyprotein (Dengue virus type 2 (strain 16681-PDK53)); Dengue-2 NS5 methyltransferase capping enzyme assay, biochemical; higher % means a stronger effect; inhibition, % at 25 µM; hits with a dose series show IC50 in µM; 340,000 tested, 0.3% active; in the data active means a potency from the dose series; inconclusive means inhibition above about 29% without an active follow-up result
Siah-1 displacement – Siah-1 peptide-binding antagonists, primary screen, biochemical, fluorescence polarization, rhodamine-plectin, uHTS (AID 1817); 290,000 tested, 0.02% active; Siah-1 / rhodamine-plectin peptide fluorescence polarization; higher % means a stronger effect; one-dose displacement, % at 20 µM; IC50 in µM for titrated hits; E3 ubiquitin-protein ligase SIAH1 (Homo sapiens);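 active means displacement of at least 50% at 20 µM, with a fluorescence ratio check between 0.3 and a set limit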;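 further: plate controls were Siah plus tracer with DMSO for no effect and tracer alone without Siah for full effect; strong numbers were not always called active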
LYP phosphatase – inhibitors of LYP phosphatase, biochemical, fluorescence intensity, uHTS (AID 1779). Tyrosine-protein phosphatase non-receptor type 22 (Homo sapiens). recombinant LYP phosphatase, fluorescence intensity; higher % means a stronger effect. inhibition, % at 11.5 µM; hits with a dose series show IC50 in µM. 290,000 tested, 0.054% active; in the data active means inhibition above about 50%;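 further: plate controls were vehicle with enzyme for no effect and no enzyme for full effect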
Large T inhibition – SV40 large T antigen inhibitors, biochemical (AID 1903); SV40 large T antigen ATPase/helicase inhibition assay; higher % means a stronger effect; inhibition, % at 20 µM; hits with a dose series show IC50 in µM; 310,000 tested, 0.39% active; in the data active means a potency from the dose series; inconclusive means inhibition mostly from about 32% at the one dose, without a potency; inactive means the rest, 99 in 100 with inhibition below about 32%; further: strong numbers were not always called active
AID2073 – inhibitors of Mint1-CaV2.2 protein interaction, biochemical, HTRF (AID 2073). 290,000 tested, 0.19% active. Voltage-dependent N-type calcium channel subunit alpha-1B (Homo sapiens). HTRF protein-protein interaction, Mint1-CaV2.2; higher % means a stronger effect. inhibition, % at 20 µM; hits with a dose series show IC50 in µM; in the data active means inhibition mostly above about 51%, no sharp cut-off; inconclusive means no clear call, values can overlap the other calls; inactive means mostly below about 53%; further: some results filed as inactive read as strong as hits
NS5 inhibitors pilot replicate – recorded beside NS5 inhibitors, whose call it bears; inhibition, %; measured here: pilot screen replicate inhibition
Active calls of the source: *; ? = inconclusive; · = no result given.

SMILES | HIV peptide binding | MgcRacGAP inhibition | RSV antiviral HEp-2 | XIAP displacement | NS5 inhibitors | Siah-1 displacement | LYP phosphatase | Large T inhibition | AID2073 | others
CC(C)(C)c1ccc2c(c1)OC(C(=O)N/N=C\c1ccc(-c3cccc(C(=O)O)c3)o1)CO2 (stereo not drawn) | 14µM* | 7% | 0.9% | · | -10% | 7% | 1% | 11% | 18%
Cc1nnsc1C(=O)NC1CCCc2c1cnn2-c1ccc(F)cc1F (stereo not drawn) | 1.3% | 12% | -0.6% | · | 0% | 6% | -9% | 5% | 2%
COc1ccc(COC(=O)C2=C(C)NC(=O)NC2c2ccccc2)cc1 (stereo not drawn) | -0.7% | -3% | 17% | · | 4% | -2% | -10% | 24% | 3%
CCc1nc(SCC(=O)Nc2cc(C)ccc2OC)c2c(C)c(C)sc2n1 | -0.3% | 5% | 6.9% | · | -5% | 2% | 3% | 21% | 7%
Cc1cc(C(C#N)c2ccc(Cl)cc2)c(Cl)cc1NC(=O)c1cc(I)cc(I)c1O (stereo not drawn) | · | 2% | -0.4% | · | 1% | · | · | 21% | ·
O=C1CC(c2ccccc2)CN1S(=O)(=O)c1ccccc1 (stereo not drawn) | 0.4% | 3% | 2.5% | -4.5% | -2% | 1% | -2% | 5% | -6%
Cc1ccc(S(=O)(=O)NCCSC(C)(C)C)cc1 | 0.4% | 0% | 5.3% | -3.4% | -8% | -1% | -3% | 3% | -3%
O=C(COC(=O)C1CC(=O)N(c2ccccc2)C1)c1ccccc1 (stereo not drawn) | 1.5% | 4% | -0.4% | -0.9% | -1% | 18% | -5% | 1% | -9%
COc1ccc(/C=C/C(=O)c2ccc([N+](=O)[O-])o2)cc1 | · | 6% | -4.4% | · | 2% | · | · | 3% | ·
COc1ccc(OC)c(CN(CCN2CCOCC2)C(=O)Nc2cccc(Cl)c2)c1 | -0.6% | 0% | 1.0% | -3.0% | 2% | 24% | -6% | 5% | 4%
C=CC(COCc1ccccc1)N(C(=O)OC(C)(C)C)S(=O)(=O)c1ccccc1Br (stereo not drawn) | 0.7% | -17% | 2.8% | · | -3% | -1% | 1% | 17% | 7%
CC(C)N(C(=O)C1CC(=O)OC12CCCCC2)C(C)C (stereo not drawn) | 0.8% | 1% | -0.9% | -6.7% | -2% | -4% | 2% | 11% | 1%
CNC(=O)/C(C#N)=C\c1cc(C)n(-c2ccc(N3CCOCC3)cc2)c1C | 1.4% | 4% | -0.1% | -6.2% | 1% | 15% | -7% | 4% | 10%
Cc1ccc(C2=NS(=O)(=O)N(C)C(C(=O)N3CCOCC3)=C2)cc1 | -0.3% | 1% | 0.9% | · | -6% | 19% | -7% | 3% | 0%
CCNC(=O)NC(=O)C(C)SCc1ccccc1C (stereo not drawn) | -3.0% | 6% | 2.9% | -12% | -2% | -3% | -3% | 21% | -8%
C#CCOCCOCCOCCNc1nc(N2CCN(C(=O)Cn3cc(CCCCN)nn3)CC2)nc(N2CCN(C(=O)[C@H]([C@@H](C)CC)n3cc(CCCCN)nn3)CC2)n1 | · | 7% | 1.4% | · | 0% | · | · | 23% | ·
Cc1ccc(SCCN2CCN(C)CCC2=O)cc1 | -1.6% | 9% | · | · | -4% | 1% | -6% | · | 3%
CSc1ccc(C(=O)C2CCCN(S(=O)(=O)c3c(C)noc3C)C2)cc1 (stereo not drawn) | -1.5% | 3% | 7.6% | -6.1% | -5% | 18% | 3% | 3% | 42%
COC(=O)Cn1nc(-c2ccccc2)c2ccccc2c1=O | -1.1% | 8% | 2.3% | -5.1% | -1% | -1% | -8% | 6% | 1%
COc1ccc(NS(=O)(=O)c2cc(NC(=O)CCNC(C)=O)ccc2N2CCOCC2)cc1 | · | -1% | 0.5% | · | -1% | · | · | 20% | ·
O=C(O)c1ccccc1C(=O)NCc1ccc(F)cc1 | 0.5% | 3% | -0.4% | -24% | 1% | -2% | -2% | 3% | 10%
CC1CCCC(NC(=O)c2cccc(N3CCCC3=O)c2)C1C (stereo not drawn) | 0.5% | 11% | 1.7% | -8.4% | -1% | 1% | -3% | -12% | 11%
O=C1N=C(N2CCOCC2)S/C1=C/c1cccs1 | -1.8% | -4% | -0.1% | 1.6% | -4% | -1% | 7% | 5% | -19%
Cc1ccc(C2=[N+]([O-])C(C)(C)CC2)cc1 | -0.5% | 3% | 1.6% | -3.3% | -7% | -7% | -7% | -5% | ?
COc1ccc(-c2cc3nc(C)c(CCC(=O)NCc4ccco4)c(C)n3n2)c(OC)c1 | 2.7% | 7% | 1.6% | -4.2% | -3% | -1% | 0% | -2% | 5%
c1ccc(COC2CCCN(Cc3nc(-c4cccs4)no3)C2)nc1 (stereo not drawn) | -2.0% | 9% | 0.6% | -6.6% | -2% | 0% | -3% | 17% | -7%
Cc1ccc(C2C=NN(c3ccccc3)C2=O)cc1 (stereo not drawn) | 1.6% | 115µM* | 2.0% | -4.2% | 1% | 2% | -4% | 31µM* | -2%
O=C(NCc1ccco1)c1noc2c1CCCC2 | 3.9% | 5% | 0.6% | -2.8% | 7% | 3% | -3% | 18% | 3%
Cc1cc(C)c(NC(=O)c2ccoc2C)c(C)c1 | 0.5% | 6% | 1.3% | -6.9% | -1% | 0% | 1% | · | 16%
Cc1ccc(NCN2C(=O)C3CC=CCC3C2=O)cc1 (stereo not drawn) | -1.8% | 6% | 2.5% | -1.8% | -4% | -3% | -6% | 6% | 2%
CCN(CC)CCCN(Cc1cc2cc3c(cc2[nH]c1=O)OCO3)C(=S)NCCCOC | 0.7% | 0% | -0.2% | · | 5% | -5% | -13% | 5% | -1%
CC1(C2CC2)NC(=O)NC1=O (stereo not drawn) | 1.8% | 1% | -0.5% | -2.4% | -8% | 0% | 0% | 6% | -1%
CC(C)c1ccc(CNCCCSc2ncccn2)cc1 | -0.7% | 2% | -1.0% | · | 5% | -3% | -9% | 4% | -11% | NS5 inhibitors pilot replicate=-4.0
CC(C)Sc1nnc(-c2ccc(S(=O)(=O)N3CCOCC3)cc2)n1C | -0.2% | 5% | 2.7% | · | 2% | -1% | -10% | -3% | 1%
COc1ccc(CNC(=O)CCCn2nc(C)n3c(cc4sccc43)c2=O)cc1 | -0.8% | 7% | · | · | -3% | -1% | -8% | 7% | 11%
O=S(=O)(/N=C(/Nc1ccccn1)c1ccccc1)c1ccc(F)cc1 | 1.2% | 5% | 2.0% | · | -2% | 2% | 1% | 9% | 35%
Cc1cc(C)c(NC(=O)COC(=O)Cc2ccsc2)c(C)c1 | -0.3% | 3% | 0.9% | -13% | -8% | -3% | -3% | 3% | 3%
Cc1cccc(OC2(c3ccccc3)OC(=O)c3ccccc32)c1C (stereo not drawn) | -0.7% | 0% | 2.7% | -4.2% | -3% | 2% | 4% | 1% | -1%
Cc1ccc(NC(=O)CC(C)S(=O)(=O)c2ccc3c(c2)NC(=O)CO3)c(Cl)c1 (stereo not drawn) | 2.9% | 9% | 2.0% | · | -3% | 2% | -4% | 1% | 2%
Cc1nn(-c2ccccc2)c(C)c1C(=O)NNC(=O)C(F)(F)F | 0.0% | 14% | 0.3% | · | -1% | -5% | -10% | 6% | 3%
O=C(c1ccc2c(=O)n3c(nc2c1)CCC3)N1CCCSC1=Nc1ccccc1 | · | 2% | -1.6% | · | -2% | · | · | 10% | ·
O=C(CCN1CCN(C(c2ccccc2)c2ccccc2)CC1)N/N=C/c1ccc(O)cc1O | -0.6% | 31% | 6.1% | -4.1% | 3% | 20% | -3% | 16% | 20%
O=C(Nc1ccncc1)C1CC1c1ccccc1 (stereo not drawn) | -0.2% | 9% | 11% | -7.6% | -5% | -1% | -2% | 16% | 10%
CCCOC(=O)Cn1cnc2scc(-c3ccc(OC)cc3)c2c1=O | -2.3% | -3% | 0.5% | · | -5% | -5% | -3% | 1% | 11%
COc1nc(OC)nc(N2CCC(C(=O)NCc3ccco3)CC2)n1 | -1.3% | 5% | -0.7% | -1.0% | 1% | -1% | -7% | 11% | -3%
CCOC(=O)N1CCN(CC(O)COc2ccc(C(C)C)c(C)c2)CC1 (stereo not drawn) | -0.3% | 6% | 2.3% | · | 4% | -1% | -6% | 6% | -8%
c1ccc2c(CN3CCOCC3)c3ccccc3c(CN3CCOCC3)c2c1 | 2.4% | 4% | -0.3% | -3.5% | 1% | -4% | -8% | 3% | -27%
COc1ccc2c3c(cccc13)C(=O)CC2 | 182% | 9% | 14% | · | ? | 0% | -5% | 16% | 5%
O=C(CCCN1C(=O)[C@H]2CC=CC[C@H]2C1=O)NCc1nc(-c2ccccc2)no1 | 6.2% | -2% | 0.5% | · | -19% | 0% | -13% | 2% | 1%
O=C(c1nc2ccc(Cl)cn2c1CN1CCCC1)N1CCc2ccccc2C1 | 37% | 0% | 2.0% | · | 23% | 32% | 4% | 26% | 23%

Gathered by group: those above with a COOH group.
SMILES | HIV peptide binding | MgcRacGAP inhibition | RSV antiviral HEp-2 | XIAP displacement | NS5 inhibitors | Siah-1 displacement | LYP phosphatase | Large T inhibition | AID2073 | others
CC(C)(C)c1ccc2c(c1)OC(C(=O)N/N=C\c1ccc(-c3cccc(C(=O)O)c3)o1)CO2 (stereo not drawn) | 14µM* | 7% | 0.9% | · | -10% | 7% | 1% | 11% | 18%
O=C(O)c1ccccc1C(=O)NCc1ccc(F)cc1 | 0.5% | 3% | -0.4% | -24% | 1% | -2% | -2% | 3% | 10%

Next part:
SMILES | HIV peptide binding | MgcRacGAP inhibition | RSV antiviral HEp-2 | XIAP displacement | NS5 inhibitors | Siah-1 displacement | LYP phosphatase | Large T inhibition | AID2073 | others
Cc1c(CCOC(=O)c2cc([N+](=O)[O-])cc([N+](=O)[O-])c2)sc[n+]1CC(=O)c1ccc(Br)cc1 | -6.0% | 10% | 5.7% | -8.3% | 0% | -1% | -9% | 3% | 5%
CC(Nc1nc(-c2ccc(F)cc2)cs1)c1nc2cc(Cl)c(Cl)cc2n1CCOCCO (stereo not drawn) | · | 8% | 7.2% | · | -12% | · | · | 8% | ·
CN(CCOc1ccccc1)CC(=O)Nc1ccc(Cl)c(S(=O)(=O)N(C)C)c1 | 0.5% | 24% | ? | -7.4% | 1% | 0% | -11% | 12% | 3%
CC(OC(=O)c1cccc(-n2cnnn2)c1)C(=O)N(C)c1ccccc1 (stereo not drawn) | 1.0% | 5% | 1.1% | · | -4% | 2% | -7% | 11% | 11%
COc1ccc(C2/C=C\CN(Cc3ccc(N(C)C)cc3)CC(=O)N2Cc2ccc(F)cc2)cc1 (stereo not drawn) | -0.3% | 6% | 1.4% | · | -7% | 2% | 3% | 2% | -1%

Screening results (PubChem)
